TDP-43 yeast inh – inhibitors of TDP-43 toxicity in yeast; TDP-43 expressing yeast growth rescue, BacTiter-Glo, 24 h; Potency, µM (doses to about 46.1 µM), inactives show at the top dose growth rescue (activation), actives largely listed as activators; hit rate 1.8% among 410,000; also: potency is read from the fitted curve at half-maximal effect; % of control where 0% means no effect; nearly all actives have a fitted effect of over 50% in size
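Growth rescue of TDP-43-toxic yeast measured as ATP luminescence (BacTiter-Glo). Cells grown to mid-log in raffinose, induced in galactose at OD600=0.02, exposed to compound 24 hr at 30 deg C.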
Abeta yeast res – compounds reversing amyloid beta toxicity in yeast. yeast expressing A-beta42, growth rescue, OD600, 48 h; response scale: 0% DMSO, 100% iron-clioquinol control. Potency, µM (top dose mostly 46.1 µM), for the others: at the highest dose growth rescue, actives largely listed as activators. hit rate 0.063% among 410,000; also: potency is read from the fitted curve at half-maximal effect; nearly all actives have a fitted effect of over 55% in size
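Yeast growth medium received pinned compounds, then yeast cells expressing toxic A-beta were added; plates incubated at 30 C for 48 hr. Growth read as absorbance at 600 nm, normalized to DMSO and equimolar FeCl3 plus clioquinol controls.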
FUS suppressor – suppressors of FUS proteinopathy in yeast; S. cerevisiae FUS-expressing, growth rescue, OD600, 24 h; Potency, µM (top dose mostly 76.6 µM), for inactives: top-dose growth rescue (activation), most hits filed as activators; hit rate 0.24% among 390,000;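 also: potency is read from the fitted curve at half-maximal effect; plate controls were DMSO vehicle for no effect and reference control for full effect; nearly all actives have a fitted effect of over 55% in size; some results filed as inactive show a strong effect at the top dose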
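Yeast FUS proteinopathy model; galactose-induced FUS (2%), starting OD 0.005. Cpds in dilution series, 24hr, 30C, 99% humidity. Abs 600 nm growth. Pos ctrl CP55940 (top 92uM final); neg ctrl DMSO.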
DRD3 antagonist – D3 dopamine receptor (human) antagonism | max response, negative = inhibition, % | D3R cells, DiscoveRx beta-arrestin luminescence, antagonist mode; hits give low values | P35462 | hit rate 2.5% among 360,000; in the data active = max response below about -50%; inconclusive = no clear call, values can overlap the other calls; also: % is scaled to controls: 0 for no effect and ±100 for the full control effect; mostly tested at two doses, the higher about 12 µM
Target sequence (P35462 whole entry, looked up): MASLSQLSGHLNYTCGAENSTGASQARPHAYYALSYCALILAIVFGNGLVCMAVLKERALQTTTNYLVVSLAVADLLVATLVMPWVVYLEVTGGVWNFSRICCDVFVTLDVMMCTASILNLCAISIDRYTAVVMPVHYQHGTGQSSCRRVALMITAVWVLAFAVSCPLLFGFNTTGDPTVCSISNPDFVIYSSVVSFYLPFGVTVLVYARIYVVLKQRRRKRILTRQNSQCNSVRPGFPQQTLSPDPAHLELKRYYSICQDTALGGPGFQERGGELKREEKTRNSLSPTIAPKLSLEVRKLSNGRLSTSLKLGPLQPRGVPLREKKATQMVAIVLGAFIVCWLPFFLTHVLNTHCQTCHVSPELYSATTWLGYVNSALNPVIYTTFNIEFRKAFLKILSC
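Cells expressing the human receptor were seeded at 1500 cells/well, incubated overnight at 37 degrees C in 5% CO2, then exposed to library compounds with dopamine controls for 90 minutes at 37 degrees C before luminescent detection.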
EPAC2 agonist – EPAC2 (human) agonism. Q8WZA2. EPAC2 activation, biochemical qHTS; response scale: 100% = 6.5 mM cAMP response. hit rate 0.079% among 360,000. Potency, µM (titrated, usually from 154 µM), inactives show at the top dose activation, usual class: activators; also: potency is read from the fitted curve at half-maximal effect; nearly all actives have a fitted effect of over 50% in size
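Readout is BODIPY fluorescence (480 nm excitation, 540 nm emission), which falls as labeled GDP is exchanged off Rap1B. EPAC2 at 100 nM acted on 250 nM RAP1B-BODIPY-GDP with 50 uM GDP present.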
EPAC2 antagonist – blocks human EPAC2 exchange factor. Potency, µM (top dose mostly 114 µM), without a hit: top-dose activity, negative = inhibition, hits mostly inhibitors. EPAC2 GEF exchange of Rap1B-BODIPY-GDP, fluorescence. hit rate 0.18% among 360,000; also: potency is read from the fitted curve at half-maximal effect; % is scaled to controls: 0 for no effect and ±100 for the full control effect; nearly all actives have a fitted effect of over 45% in size; many of its hits are not listed in these tables
aSyn rescue – rescues yeast growth from alpha-synuclein toxicity; Potency, µM (top dose mostly 46.1 µM), for the others: at the highest dose growth rescue (activation), hits mostly activators; Yeast expressing alpha-synuclein, growth rescue, BacTiter-Glo, 24 h; hit rate 0.14% among 370,000; also: potency is read from the fitted curve at half-maximal effect; % of control where 0% means no effect; nearly all actives have a fitted effect of over 65% in size
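Screening used galactose-induced yeast with toxic alpha-synuclein levels, exposed to compound for 24 hr at 30 deg C. Cell growth, read with BacTiter-Glo luminescence, gave the measured signal.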
D3 ag – D3 dopamine receptor (human) agonism; P35462; D3R DiscoveRx beta-arrestin cells, luminescence, 90 min; max activation, %; hit rate 0.58% among 410,000; in the data active = max activation above about 30%; also: 0% is about no effect; mostly tested at two doses, the higher about 12 µM
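Cells at 1500/well, incubated overnight, then treated with pinned compounds (dopamine as control) for 90 min at 37 degrees C. DiscoveRx reagent added for 30 - 60 minutes at room temperature; luminescence read.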
* = called active by the depositor; ? = inconclusive; / = not tested or not shown; & = joins results of further samples; [ ] = remark or other dose. Unless noted, calls follow the shape of the dose curve; as a rule, active = well fitted curve in the direction sought with a large enough effect; inconclusive = small, poorly fitted or top-dose-only effect, or another doubt; inactive = no such curve, though single readings can be large; an effect the other way counts as inactive or inconclusive. A portion of the library, so the mix of outcomes need not match the whole.

SMILES	TDP-43 yeast inh	Abeta yeast res	FUS suppressor	DRD3 antagonist	EPAC2 agonist	EPAC2 antagonist	aSyn rescue	D3 ag
Cc1nc2nc(CCc3ccccc3)nn2c(C)c1Cl	9%	-7%	14%	12	3%	11%	16%	1
CCOCCCNC(=O)CCn1nc(-c2ccc(Cl)cc2)ccc1=O	13%	-3%	-14%	-20	5%	5%	-10%	-5
Cc1cc(/C=C(/C#N)c2nc3ccccc3[nH]2)c(C)n1-c1cccc([N+](=O)[O-])c1	-21%	-8%	16%	-17	23%	-2%	-12%	-32
O=C(Nc1nnc(-c2ccco2)o1)c1ccc2ccccc2c1	-4%	?	/	-4	7%	18%	12%	-2
CCC(C)c1ccc(NC(=S)NCCn2cc(Br)cn2)cc1 (stereo not given)	-3%[0.397 µM]	10µM*	24%	-29	0%	-6%	-1%	-4
CC(NC(=O)C1CCCN(S(=O)(=O)c2ccc(-n3cnnn3)cc2)C1)c1ccc(F)cc1 (stereo not given)	-3%	8%	14%	8	0%	1%	4%	5
COc1ccc(S(=O)(=O)Nc2cccc(-c3ccc(N4CCCC4)nn3)c2)cc1OC	27%	-13%	5%	/	/	/	/	3
Cc1cc2c(SCc3ccccc3Cl)nc(N)nc2nc1C	-9%	5%	4%	9	10%	-4%	7%	17
O=S(=O)(Nc1nc2ccccc2nc1NCc1ccco1)c1ccc(F)cc1	-1%	4%	2%	-7	2%	4%	1%	-7
O=C(CCC(=O)c1ccc(Cl)s1)Nc1ncccc1O	20%	-20%	-12%	12	4%	3%	-15%	5
CCNCc1cc(Cl)cc(OC)c1OC(C)C	23%	-1%	/	1	5%	11%	13%	1
Cc1cccc(C(=O)Nc2cccc(C(=O)N/N=C/c3ccncc3)c2)c1	3%	7%	12%	-11	13%	12%	2%	7
CCOc1ccccc1NC(=O)C(C)N(c1ccccc1)S(C)(=O)=O (stereo not given)	17%	7%	5%	/	/	/	/	37*
CSc1nsc(SCC(=O)Nc2cccc(NC(C)=O)c2)n1	12%	-2%	15%	12	11%	3%	1%	11
C/C(=C\c1ccc(C)o1)C(=O)c1c(C)cc(C)[nH]c1=O	10%	7%	-5%	3	12%	2%	-1%	11
COc1ccc(S(=O)(=O)N2CCOC2CNC(=O)C(=O)NCc2ccncc2)cc1 (stereo not given)	9%	14%	6%	4	3%	9%	0%	7
O=C(c1ccc2nc(Cc3cccc(Cl)c3)oc2c1)N1CCC[C@H]1CO	-1%	7%	4%	5	3%	-7%	4%	4
Cc1cc(C)c(C#N)c(SCS(=O)c2ccc(C(C)(C)C)cc2)n1 (stereo not given)	?	3%	24%	6	1%	-5%	8%	-21
CCCCOc1ccc2ccccc2c1C=O	-35%[inhibitor]	-14%	-6%	21	-8%	9%	-11%	5
CCOc1ccccc1NC(=O)CCS(=O)(=O)c1cccc2nsnc12	20%&5%	-7%&-22%	-6%&17%	12	3%	-7%	-1%	7&-11
C=CCOc1ccc(/C=C2/C(=N)N3N=C(CC(=O)N4CCCC4)SC3=NC2=O)cc1OC	-5%	8%	35%	6	-6%	4%	6%	12
Cc1ccccc1NS(=O)(=O)c1ccc2c(c1)NC(=O)CO2	-6%[9.22 µM]	9%	3%	15	3%	2%	1%	3
CCN1CCN(CCNC(=O)Nc2ccc([N+](=O)[O-])cc2)CC1	-8%	-2%	-20%	6	7%	-1%	0%	2
Cc1ccc(-c2nc(C)c(CCNC(=O)C(=O)Nc3ccc(C)c(Cl)c3)s2)cc1	-1%	-16%	1%	/	/	/	2%	-3
CSCCC(NC(=O)COc1ccccc1)C(=O)OCC(=O)c1ccccc1 (stereo not given)	-22%	16%	7%	8	3%	2%	-15%	9
Cc1ccc(NC(=O)Cn2nnc(C(=O)NCc3ccc(Cl)cc3)c2N)cc1F	1%	0%	-3%	-3	-5%	5%	-10%	-5
CC1CN(C(C)C)C(C)CC1OC(=O)c1ccccc1 (stereo not given)	-4%	-12%	-24%	3	4%	-3%	5%	9
COc1cc(/C=C2\C(=O)N(C)C(=S)N2C)ccc1O	44%	-9%	/	-14	-5%	11%	1%	-4
O=C(/C=C/c1ccc(Cl)c([N+](=O)[O-])c1)Nc1cccnc1	-17%	-8%	39%	16	12%	-4%	14%	-1
Cc1no[n+]([O-])c1COc1ccccc1/C=C1\NC(=S)NC1=O	-22%	-13%	23%	-10	-1%	16%	-1%	-3
CC(C)C[C@H](NC(=O)C1(c2ccccc2)CCN(C(=O)[C@H]2CSCN2C(=O)OC(C)(C)C)CC1)C(=O)O	1%	-2%	/	14	4%	-8%	-3%	1
C/C(=N\NC(=O)COc1ccc(C)cc1C(C)C)c1ccc(-n2ccnc2)cc1	20%	-11%	1%	4	-16%	-6%	0%	7
Cc1ccc(CNS(=O)(=O)c2c(C)nc3scc(C)n3c2=O)cc1	6%&3%	-5%&-10%	-28%&-13%	-3	4%	5%	-7%	19&-12
COc1ccc(CCNC(=O)c2nnn(CC(=O)Nc3ccccc3C)c2N)cc1OC	3%	10%	16%	15	-6%	-13%	3%	-1
CN(C)c1ccc(CNCCC2(O)CCOC(C)(C)C2)cc1 (stereo not given)	-10%	7%	-9%	4	8%	0%	0%	3
Cc1ccc(-n2c(SCC(=O)Nc3ccc4c(c3)OCO4)nc3c([nH]c4ccccc43)c2=O)cc1	26%	3%	28%	/	/	/	/	7
O=C(Nc1ccc(Cl)cc1)C1CCCN(c2cnccn2)C1 (stereo not given)	?	-48%[inhibitor]	-18%	-3	9%	-4%	?	-4
O=C(CSc1nc(=O)n2ccccc2n1)NC1CCCCC1	-26%	-12%	-11%	9	1%	1%	-6%	-3
CCCCc1nc(S(=O)(=O)c2ccc(Cl)cc2)c(N2CCOCC2)o1	4%	13%	-8%	-14	2%	3%	11%	5
COc1ccc(OCc2cc(-c3ccc(Cl)cc3)no2)cc1	0%	-2%	-7%	-9	12%	4%	0%	-6

One compound at a time, from the list above. Order of screens: TDP-43 yeast inh	Abeta yeast res	FUS suppressor	DRD3 antagonist	EPAC2 agonist	EPAC2 antagonist	aSyn rescue	D3 ag
`COc1ccc(CCNC(=O)c2nnn(CC(=O)Nc3ccccc3C)c2N)cc1OC` is listed as 3%	10%	16%	15	-6%	-13%	3%	-1
`C=CCOc1ccc(/C=C2/C(=N)N3N=C(CC(=O)N4CCCC4)SC3=NC2=O)cc1OC` is listed as -5%	8%	35%	6	-6%	4%	6%	12
`Cc1ccc(CNS(=O)(=O)c2c(C)nc3scc(C)n3c2=O)cc1` is listed as 6%&3%	-5%&-10%	-28%&-13%	-3	4%	5%	-7%	19&-12
`COc1ccc(OCc2cc(-c3ccc(Cl)cc3)no2)cc1` is listed as 0%	-2%	-7%	-9	12%	4%	0%	-6

Carrying on:
SMILES	TDP-43 yeast inh	Abeta yeast res	FUS suppressor	DRD3 antagonist	EPAC2 agonist	EPAC2 antagonist	aSyn rescue	D3 ag
COC(=O)c1[nH]c2cc(OC)ccc2c1NC(=O)CCN1CCN(c2ccccc2)CC1	-1%	-13%	4%	-76*	3%	-8%	1%	-3
Nc1ncccc1OCc1cccc(C(F)(F)F)c1	-19%	-10%	4%	1	-6%	-16%	0%	0
CCN1CCN(C(c2ccccc2)c2nnnn2Cc2ccc(OC)cc2)CC1 (stereo not given)	22%	7%	-31%	-14	10%	1%	0%	-9
COc1ccc2[nH]c(=O)c(CN(Cc3cccnc3)Cc3nnnn3CC3CCCO3)cc2c1 (stereo not given)	4%	3%	-28%	8	0%	-13%	12%	1
O=C(c1noc2c1CCCC2)N1CCOCC1	12%	-28%	/	-8	1%	6%	0%	3
Cc1ccc(CNC(=O)C2CCN(C(=O)c3cccc(Cl)c3)CC2)cc1	17%	4%	/	-10	-10%	4%	4%	15
O=C1CCc2cc(S(=O)(=O)NCc3ccccc3)cc3c2N1CC3	20%&-7%	13%&-17%	15%&-5%	6	-7%	2%	1%	2&-11
CCOC(=O)C1CCN(C(=O)CSc2c3c(nc4ccccc24)CCC3)CC1	-10%	-11%	37%	0	3%	11%	0%	-7
Cc1ccc(OCC(=O)N(Cc2ccco2)Cc2ccco2)cc1	6%	-2%	16%	/	/	/	/	4
Cc1c(NC(=O)c2cccc(NC(=O)Cc3ccccc3F)c2)c(=O)n(-c2ccccc2)n1C	-5%	-11%	?	6	11%	0%	2%	9
COc1cc(NC(=O)C2CC(c3ccc(Cl)cc3)=NO2)cc(OC)c1OC (stereo not given)	23%	-1%	5%	36	-4%	-3%	-2%	1
CCCNC(=O)c1ccccc1NC(=O)CSCc1ccc(OC)cc1	-14%	-16%	28%	-21	3%	-6%	0%	-6
O=C(O)c1ccc(Nc2nc(-c3ccc([N+](=O)[O-])cc3)nc3ccccc23)cc1	-1%	1%	-20%	61	12%	17%	-4%	4
COc1ccccc1CN1CCN(C2CCN(C(=O)NC(C)C)CC2)C(=O)C1=O	30%	-12%	-8%	/	/	/	/	5
COc1c(Cl)cc(Cl)cc1/C=N/n1cnnc1	12%	8%	15%	10	2%	2%	8%	0
COc1cccc(CN(C)C(=O)c2ccc(C)c(S(=O)(=O)N3CCCCC3)c2)c1	20%	-19%	27%	-1	-2%	-2%	-2%	-5
Cc1ccc(Cc2c[nH]c(=S)s2)cc1	11µM*	24%	5%	-6	9%	-22%	1%	-4
COc1cccc2cc(C(C)N(CCCN3CCOCC3)C(=S)Nc3cccc(C)c3C)oc12 (stereo not given)	-11%	-10%	11%	?	4%	-21%	-1%	-14
CC(C)(C)c1ccc(Oc2ccc(N)cn2)cc1	20µM*	?	-14%	19	1%	-13%	28%	8
CC(C)OC(=O)N(C)C[C@H]1OCc2cnnn2CCCC(=O)N([C@H](C)CO)C[C@H]1C	22%	-6%	-23%	5	17%	3%	-2%	-5
O=C(/C=C/c1ccc(O)c(O)c1)OC1C(O)CC(OC(=O)/C=C/c2ccc(O)c(O)c2)(C(=O)O)CC1O (stereo not given)	0%	0%	-4%	10	8%	-1%	1%	4
O=c1c2oc3nc4c(cc3c2ncn1CCCc1ccccc1)CCCC4	24%	14%	13%	2	8%	-11%	0%	0
C=C(C)CNC(=S)NNC(=O)CCn1c2ccccc2c2ccccc21	31%	12%	/	-12	-10%	-5%	2%	-7
CC(=O)N1CCC(N(CCCOC(C)C)C(=O)Nc2ccc(Cl)cc2)CC1	-18%	-17%	4%	-17	9%	5%	-6%	-3
N#Cc1c(C#N)c(O)c2ccccc2c1O	14%	7%	-11%	-3	9%	7%	0%	1
Cc1ccc(C(=O)Nc2nnc(-c3ccncc3)s2)o1	-13%	7%	15%	13	0%	5%	2%	12
